Screening data as filed in PubChem.
Myeloid diff MLP: induction of myeloid progenitor differentiation, primary screen, cell-based, flow cytometry, MLPCN library; ER-HoxA9 myeloid progenitors, lysozyme-GFP differentiation; calls only at 10 µM; 360,000 tested, 1% active; AID 624256, 2012;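 active means normalized GFP-positive differentiation at or above the plate's own cutoff, the solvent-only control mean plus 3 SD; inconclusive means no clear call, values can overlap the other calls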;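 further: cells exposed to compound for four days before flow analysis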
HIV fusion peptide: inhibitors of HIV fusion peptide binding, primary screen, biochemical, uHTS, fluorescence dequenching (AID 1986) | inhibition, % at 20 µM; hits with a dose series show IC50 in µM | cell-free peptide binding, fluorescence dequenching, 30 min; higher % means a stronger effect | 290,000 tested, 0.3% active; in the data active means inhibition mostly above about 52%, no sharp cut-off; inactive means mostly below about 76%; further: some results filed as inactive read as strong as hits
Hep lipid drop: inhibitors of hepatocyte lipid droplet formation, primary screen, imaging, high-throughput imaging, BODIPY stain. AML12 mouse hepatocytes, oleate lipid droplets. inhibition, % at 6.5 µM. 240,000 tested, 0.4% active;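 active means lipid droplet intensity inhibited by at least 50%, with more than 500 cells counted; inconclusive means wells with under 300 cells, treated as cytotoxic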
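Test system: AML12 mouse liver cells; schedule: overnight exposure; technique: high-content imaging of BODIPY-stained droplets and DAPI nuclei; read-out: % inhibition of corrected integrated BODIPY droplet signal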
Dengue-2 NS5 capping: Dengue-2 NS5 methyltransferase inhibitors, primary screen, biochemical, confirmation dose response (AID 588689); Dengue-2 NS5 methyltransferase capping enzyme assay, biochemical; higher % means a stronger effect; inhibition, % at 25 µM; hits with a dose series show IC50 in µM; 340,000 tested, 0.3% active; in the data active means a potency from the dose series; inconclusive means inhibition above about 29% without an active follow-up result
LYP phosphatase: inhibitors of LYP phosphatase, biochemical, fluorescence intensity, uHTS (AID 1779); Tyrosine-protein phosphatase non-receptor type 22 (Homo sapiens); recombinant LYP phosphatase, fluorescence intensity; higher % means a stronger effect; inhibition, % at 11.5 µM, or IC50 in µM where a hit was titrated; 290,000 tested, 0.054% active;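 further: plate controls were vehicle with enzyme for no effect and no enzyme for full effect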
Siah-1 displacement: Siah-1 peptide-binding antagonists, primary screen, biochemical, fluorescence polarization, rhodamine-plectin, uHTS (AID 1817). E3 ubiquitin-protein ligase SIAH1 (Homo sapiens). Siah-1 / rhodamine-plectin peptide fluorescence polarization; higher % means a stronger effect. one-dose displacement, % at 20 µM; IC50 in µM for titrated hits. 290,000 tested, 0.02% active;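 active means displacement of at least 50% at 20 µM, with a fluorescence ratio check between 0.3 and a set limit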;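 further: plate controls were Siah plus tracer with DMSO for no effect and tracer alone without Siah for full effect; strong numbers were not always called active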
XIAP displacement: XIAP antagonists, biochemical, IAP family, fluorescence polarization (AID 1018); 200,000 tested, 0.007% active; XIAP BIR domain, fluorescence polarization peptide displacement; higher % means a stronger effect; E3 ubiquitin-protein ligase XIAP (Homo sapiens); displacement, % at 20 µM, or IC50 in µM where a hit was titrated; in the data active means displacement above about 50%; further: a part of the inactive calls stands beside numbers as strong as those of hits
HEK293 NOD2/NF-kB: NOD2 signaling inhibitors, cell-based, luminescence, uHTS, HEK293 (AID 1566); HEK293 NOD2/NF-kB luciferase reporter, luminescence; higher % means a stronger effect; one-dose inhibition, % at 4 µM; EC50 in µM for titrated hits; 290,000 tested, 0.63% active; further: many of its hits are not listed in these tables
AID2073: inhibitors of Mint1-CaV2.2 protein interaction, biochemical, HTRF (AID 2073) | Voltage-dependent N-type calcium channel subunit alpha-1B (Homo sapiens) | HTRF protein-protein interaction, Mint1-CaV2.2; higher % means a stronger effect | one-dose inhibition, % at 20 µM; IC50 in µM for titrated hits | 290,000 tested, 0.19% active; in the data active means inhibition mostly above about 51%, no sharp cut-off; inconclusive means no clear call, values can overlap the other calls; inactive means mostly below about 53%; further: some results filed as inactive read as strong as hits
Hep lipid drop cells 6.5 µM: further read-out of Hep lipid drop, marked with its call; cell count; measured here: cell count, cytotoxicity flag;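 cells counted across two imaged fields per well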
Myeloid diff MLP GFP+ MAC1+ %: recorded beside Myeloid diff MLP, whose call it bears; GFP+ MAC1+ double positive, %; measured here: differentiation confirmed by MAC1 staining
* hit, by the source's call; i = inactive; ? = inconclusive; . = no result given. Unless noted, no stated cut-off is given here; in the data, active means inhibition above about 50%; inactive means the rest. This is a subset, so the mix of outcomes need not match the whole.

The line under a structure holds: Myeloid diff MLP, Myeloid diff MLP GFP+ MAC1+ %, HIV fusion peptide, Hep lipid drop, Hep lipid drop cells 6.5 µM, Dengue-2 NS5 capping, LYP phosphatase, Siah-1 displacement, XIAP displacement, HEK293 NOD2/NF-kB, AID2073
[1] CCOC(=O)c1ccc(-c2ccc(C=O)o2)cc1
  i, 0.3, 1.5%, 2, 701, -5%, 6%, -2%, ., -118%, 20%
[2] O=c1[nH]c(=O)c2nc3c4ccccc4c4ccccc4c3nc2[nH]1
  ?, ., -0.9%, 4, 669, 14%, -4%, 1%, -5.2%, 14%, 18%
[3] Cc1onc(C(=O)Nc2cccnc2Cl)c1[N+](=O)[O-]
  i, 1.1, -0.7%, 4, 732, -3%, -9%, -6%, -6.9%, -7%, 11%
[4] COC(=O)c1oc(-c2ccc(Cl)cc2)nc1C
  i, 0.4, 1.9%, -1, 674, -2%, -7%, 2%, -3.5%, -1%, -1%
[5] COc1ccccc1NC(=O)CSc1nnc(CCC(=O)Nc2ccccc2F)n1C
  i, 0.4, -0.7%, 1, 726, 5%, 2%, -5%, ., 8%, 13%
[6] CC(C)(C)c1cc(NC(=O)c2cccc(S(=O)(=O)N3CCOCC3)c2)no1
  i, 1.0, -0.8%, -8, 714, -7%, 0%, 13%, 2.1%, 8%, 0%
[7] O=C(CNC(=O)c1ccc(Br)cc1)N/N=C/c1ccc[nH]1
  i, 0.3, 1.4%, 0, 658, -2%, 0%, 2%, -1.6%, -7%, -2%
[8] CC1Sc2n(c3ccccc3[n+]2C)N=C1c1ccccc1 (configuration not stated)
  i, 2.0, -2.8%, -67, 590, -2%, -4%, 7%, -0.5%, 21%, -14%
[9] Cc1ccc(F)cc1NC(=O)CSc1ncccn1
  i, 0.2, -1.4%, 3, 670, -8%, -5%, -1%, -6.3%, 17%, 7%
[10] Cc1cc(C)c(C(=O)/C=C/C=C/c2ccccc2)c(=O)[nH]1
  i, 0.5, 3.6%, 2, 725, -4%, 0%, 2%, -3.8%, 8%, -4%

More structures follow:
The line under a structure holds: Myeloid diff MLP, Myeloid diff MLP GFP+ MAC1+ %, HIV fusion peptide, Hep lipid drop, Hep lipid drop cells 6.5 µM, Dengue-2 NS5 capping, LYP phosphatase, Siah-1 displacement, XIAP displacement, HEK293 NOD2/NF-kB, AID2073
[11] CCOC(=O)c1cc(C(C)(C)C)oc1CNC(=O)c1c(C)oc2c1CCCC2
  i, 0.2, 4.4%, -23, 743, -6%, 2%, 14%, 3.5%, 3%, 17%
[12] Fc1cccc(Cl)c1-c1nnc2ccc(N3CCOCC3)nn12
  i, 1.1, -1.4%, 16, 744, -5%, -4%, -2%, -4.1%, 0%, -1%
[13] CC/C(=C(\c1ccc(O)cc1)c1ccc(OCCN(C)C)cc1)c1ccccc1
  i, 5.0, -2.2%, -23, 712, -6%, -16%, -3%, -7.5%, -20%, -1%
[14] COc1ccc(-n2ncc3c2CC(C)(C)CC3NC(=O)CCN2CCCC2=O)cc1 (configuration not stated)
  i, 2.7, -0.6%, 19, 770, -6%, -10%, -7%, ., 14%, 5%
[15] CC(=O)Nc1ccc(S(=O)(=O)N(C#N)c2nc(N(C)C)nc(N(C)C)n2)cc1
  i, 0.3, 1.7%, -3, 825, 1%, 0%, -2%, ., 0%, 8%
[16] CCOP(=O)(OCC)C(NC(=O)Nc1ccc(C)c(Cl)c1)c1ccccc1 (configuration not stated)
  i, 0.2, -1.1%, 6, 731, -2%, -4%, -2%, 0.0%, 8%, 1%
[17] Cc1cccc2cc(/C=C/C(=O)c3ccco3)c(Cl)nc12
  i, 0.3, 7.0%, -15, 680, ., 0%, -1%, ., -138%, 11%
[18] O=C(Nc1ccc2c(c1)CN(Cc1ccc(CO)o1)CC2)c1ccc(C(F)(F)F)cc1
  i, 1.2, 11%, -3, 700, -12%, 1%, 4%, ., 25%, 10%
[19] COc1ccc(C(=O)Nc2ccc(C(=O)NCCc3ccc(OC)c(OC)c3)cc2)cc1
  i, 0.9, 0.8%, -4, 638, -12%, -5%, 3%, -5.2%, -4%, 38%
[20] CN(CC(=O)N1CC=C(c2ccccc2)CC1)S(=O)(=O)c1cnc[nH]1
  i, 0.9, 12%, ., ., 8%, -7%, -1%, -2.9%, 15%, -10%

Other results follow.
The line under a structure holds: Myeloid diff MLP, Myeloid diff MLP GFP+ MAC1+ %, HIV fusion peptide, Hep lipid drop, Hep lipid drop cells 6.5 µM, Dengue-2 NS5 capping, LYP phosphatase, Siah-1 displacement, XIAP displacement, HEK293 NOD2/NF-kB, AID2073
[21] CC(C)c1ccc(NC2CCCN(C(=O)c3cccnc3)C2)cc1 (configuration not stated)
  i, 0.6, -1.5%, -1, 657, 3%, -6%, -1%, ., 14%, 1%
[22] O=C(OCN1C(=O)c2ccccc2C1=O)C1CCCCC1
  i, 0.9, 1.8%, -22, 568, 2%, 6%, 7%, -1.2%, 7%, 1%
[23] COc1ccc(CCNC(=S)NC(=O)c2cc(OC)c(OC)c(OC)c2)cc1OC
  i, 0.5, -0.4%, 32, 701, -3%, -2%, -2%, ., 26%, 24%
[24] Cc1ccccc1NC(=O)Cc1nnc(SCC(=O)NC2CCCCC2)n1C
  i, 0.4, -0.6%, -7, 822, -1%, -11%, -9%, ., -1%, 5%
[25] COc1cc(CC(=O)Nc2cccc(SC)c2)cc(OC)c1OC
  i, 0.4, -1.8%, -4, 701, -1%, -6%, 8%, -5.6%, 27%, 4%
[26] CCOc1ccccc1CN1CCNC(=O)C1CC(=O)NCc1ccccn1 (configuration not stated)
  ?, ., 4.3%, 11, 671, -6%, -5%, 10%, ., -2%, 0%
[27] Cc1cc(Cl)c2oc(C(=O)N(CCO)Cc3ccccc3)c(C)c2c1
  i, 0.6, 1.7%, -22, 788, -2%, 0%, 0%, ., -23%, 3%
[28] CC(C)(C)c1ccc(-n2ncc3c2CCCC3NC(=O)c2csnn2)cc1 (configuration not stated)
  i, 1.1, 0.1%, -1, 755, -1%, 5%, 4%, ., 18%, -4%
[29] CCOC(=O)c1c(C)[nH]c(C(=O)OCc2ccc(C)cc2)c1C
  i, 1.0, 2.8%, -54, 717, -1%, 1%, 2%, ., -12%, 2%
[30] CC(C)(C)c1ccc(S(=O)(=O)NNC(=O)c2cc3ccccc3[nH]2)cc1
  ., ., 1.2%, -15, 805, -1%, 0%, -4%, ., -45%, 2%

(list continues)
The line under a structure holds: Myeloid diff MLP, Myeloid diff MLP GFP+ MAC1+ %, HIV fusion peptide, Hep lipid drop, Hep lipid drop cells 6.5 µM, Dengue-2 NS5 capping, LYP phosphatase, Siah-1 displacement, XIAP displacement, HEK293 NOD2/NF-kB, AID2073
[31] CSc1ccccc1NC(=O)c1cc(-c2ccc3c(c2)OCO3)on1
  i, 0.9, 0.5%, 6, 818, -18%, -5%, 2%, ., -10%, -11%
[32] COc1cc(/C=N/NC(=O)c2c(-c3c(Cl)cccc3Cl)noc2C)ccc1OCC(N)=O
  i, 1.5, -0.3%, 0, 907, -3%, -4%, -7%, ., 9%, 5%
[33] COCCCNC(=O)C1CCC(CNS(=O)(=O)c2ccc(Cl)cc2)CC1 (configuration not stated)
  i, 0.8, -1.4%, -1, 681, -10%, -3%, -8%, -7.1%, 5%, 2%
[34] COc1ccc(CN(CC(=O)NCc2ccco2)C(=O)CCC(=O)Nc2ccccn2)cc1
  i, 1.1, 0.1%, ., ., -13%, -1%, -1%, -1.2%, 1%, -3%
[35] COc1ccc(C(C(=O)NC(C)(C)C)N(C(=O)CCC(=O)Nc2cc(C)on2)c2c(C)cccc2C)cc1 (configuration not stated)
  i, 0.9, 1.8%, -1, 718, -5%, -9%, -2%, ., -4%, -16%
[36] Cc1ccc(C(=O)NCC(C)(C)N2CCOCC2)s1
  i, 0.6, -0.6%, 0, 752, 1%, -10%, -4%, -3.2%, -2%, -4%
[37] CC(=O)Nc1ccc(Cl)c(-c2nc3ncccc3o2)c1
  i, 0.7, -0.7%, ., ., -1%, -4%, 2%, ., 4%, 8%
[38] O=C(c1ccc(S(=O)(=O)N2CCCCC2)cc1)N1CCN(Cc2ccc3c(c2)OCO3)CC1
  i, 0.7, -3.9%, ., ., 6%, -2%, 0%, 1.7%, 2%, 1%
[39] CCOc1ccccc1NC(=O)CCc1nnc2ccc(N3CCC4(CC3)OCCO4)nn12
  i, 3.1, -1.7%, 4, 761, -8%, -10%, -5%, ., -12%, 9%
[40] O=C(COc1ccccc1Cl)NC(=O)NC1CCCC1
  i, 1.7, 5.4%, ., ., -4%, 0%, 0%, -5.6%, -46%, 8%

(listing goes on)
The line under a structure holds: Myeloid diff MLP, Myeloid diff MLP GFP+ MAC1+ %, HIV fusion peptide, Hep lipid drop, Hep lipid drop cells 6.5 µM, Dengue-2 NS5 capping, LYP phosphatase, Siah-1 displacement, XIAP displacement, HEK293 NOD2/NF-kB, AID2073
[41] O=C(/C=C/c1ccc(OC2CSC2)cc1)c1ccccc1
  i, 1.2, -1.8%, ., ., -8%, 5%, 2%, -0.3%, -59%, 3%
[42] Fc1ccc(CNC(=S)NCc2ccccc2)cc1
  i, 0.7, -0.1%, 0, 824, -1%, -3%, -1%, ., 14%, 10%
[43] CC(C)(C)n1ncc2c(=O)n(CC(=O)Nc3ccc(Cl)cc3)cnc21
  i, 0.6, 1.4%, ., ., 1%, 2%, 4%, -8.7%, 0%, 12%
[44] COc1ccc(OC)c(N(CC(=O)NCc2ccncc2)S(C)(=O)=O)c1
  i, 4.6, -1.5%, -1, 689, -1%, -10%, -4%, -1.9%, 4%, -7%

Entries from the list above that have an NH in an aromatic ring (6):
The line under a structure holds: Myeloid diff MLP, Myeloid diff MLP GFP+ MAC1+ %, HIV fusion peptide, Hep lipid drop, Hep lipid drop cells 6.5 µM, Dengue-2 NS5 capping, LYP phosphatase, Siah-1 displacement, XIAP displacement, HEK293 NOD2/NF-kB, AID2073
[2] O=c1[nH]c(=O)c2nc3c4ccccc4c4ccccc4c3nc2[nH]1
  ?, ., -0.9%, 4, 669, 14%, -4%, 1%, -5.2%, 14%, 18%
[7] O=C(CNC(=O)c1ccc(Br)cc1)N/N=C/c1ccc[nH]1
  i, 0.3, 1.4%, 0, 658, -2%, 0%, 2%, -1.6%, -7%, -2%
[10] Cc1cc(C)c(C(=O)/C=C/C=C/c2ccccc2)c(=O)[nH]1
  i, 0.5, 3.6%, 2, 725, -4%, 0%, 2%, -3.8%, 8%, -4%
[20] CN(CC(=O)N1CC=C(c2ccccc2)CC1)S(=O)(=O)c1cnc[nH]1
  i, 0.9, 12%, ., ., 8%, -7%, -1%, -2.9%, 15%, -10%
[29] CCOC(=O)c1c(C)[nH]c(C(=O)OCc2ccc(C)cc2)c1C
  i, 1.0, 2.8%, -54, 717, -1%, 1%, 2%, ., -12%, 2%
[30] CC(C)(C)c1ccc(S(=O)(=O)NNC(=O)c2cc3ccccc3[nH]2)cc1
  ., ., 1.2%, -15, 805, -1%, 0%, -4%, ., -45%, 2%
